Bioassay records from PubChem.
SW480 rereplic: induces DNA re-replication in SW480 colon adenocarcinoma cells; SW480 DNA re-replication, Hoechst DNA content imaging, 48 h; Potency, µM (top dose mostly 46.1 µM), inactives show top-dose re-replication activation, actives largely listed as activators; 1.8% of 340,000 active; further: potency means the concentration at half of the fitted maximal effect; % of control where 0% means no effect; nearly all actives have a fitted effect of over 55% in size
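Hoechst fluorescence of nuclei (405 nm excitation, 500-530 nm emission) measured by plate-scanning imager after 48 hr compound exposure at 37 C; re-replication scored as increased number of nuclei with elevated intensity.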
HT1080-NT tox: kills 2HG-producing HT-1080-NT fibrosarcoma cells. Potency, µM (highest dose often 46.1 µM), for the others: top-dose activity, negative = less viability, usual class: cytotoxic. 1.6% of 360,000 active. AID 686970. HT-1080-NT fibrosarcoma viability, CellTiter-Glo ATP luminescence, 48 h;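 further: NT is the 2HG producing partner of a matched IDH1 knockdown line; potency means the concentration at half of the fitted maximal effect; 0% = DMSO-treated cells and -100% = media-only wells without cells; nearly all actives have a fitted effect of over 55% in size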
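HT-1080-NT fibrosarcoma cells (2HG-overproducing), 750 cells/well in RPMI with 5% FBS, dosed after 2 h and incubated 48 h at 37C. CellTiter-Glo luminescence normalized to DMSO and no-cell wells; concentration-response curves fitted and classed.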
MCF10A rereplic: DNA re-replication induction in MCF 10a cells | MCF 10A DNA re-replication, Hoechst nuclear intensity, 48 h | Potency, µM (highest dose often 46.1 µM), for the others: at the top dose activity, positive = re-replication, most hits filed as activators | 2.9% of 350,000 active | AID 624296; further: potency means the concentration at half of the fitted maximal effect; % of control where 0% means no effect; nearly all actives have a fitted effect of over 50% in size
HT1080 IDH1KD tx: toxicity to HT-1080 IDH1 knockdown cells (counter line); 2% of 360,000 active; Potency, µM (highest dose often 46.1 µM), inactives show at the top dose activity, negative = toxicity, most hits filed as cytotoxic; HT-1080 IDH1 knockdown viability, ATP luminescence, 48 h;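 further: potency means the concentration at half of the fitted maximal effect; 0% = DMSO wells and -100% = cell-free medium wells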
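IDH1KD HT-1080 cells, 750/well, RPMI + 5% FBS; compound pinned after 2 h settling; 48 h, 37 °C; CellTiter-Glo luminescence; % activity normalised to DMSO and no-cell wells; curves fitted, classed by r2 and efficacy.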
ATXN2 expr inh: inhibitors of ATXN2 expression; 0.72% of 360,000 active; Potency, µM (highest dose often 57 µM), inactives show at the highest dose activity change, negative = inhibition, most hits filed as inhibitors; HEK-293 ATXN2-luciferase reporter, luminescence, 24 h; further: potency means the concentration at half of the fitted maximal effect; on the % scale 0 is the no-effect control and ±100 the full control effect; nearly all actives have a fitted effect of over 55% in size
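ATXN2-luciferase reporter cells (luciferase flanked by upstream and downstream ATXN2 gene portions) were treated 24 h at 37 °C with compounds at up to 57 uM. SteadyGlo luminescence gave expression; GF-AFC fluorescence gave viability.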
IL1B secr inh: inflammasome signaling inhibition, IL-1 beta readout. 4.7% of 360,000 active. THP-1 LPS/ATP IL-1B secretion, AlphaLISA, 16 h; hits give low values. activity change, % at 57.5 µM. AID 743279; in the data active means activity change below about -50%; inconclusive means mostly about -30% to -49%; further: on the % scale 0 is the no-effect control and ±100 the full control effect
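THP-1 cells pretreated 1 hr with compounds (up to 57.5 uM final), then stimulated with LPS (250 ng/mL final) plus ATP (1.25 mM final); secreted IL-1B measured by AlphaLISA after 16 hr, decreased signal indicating inhibition.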
ATXN viability: viability counter-screen for ATXN expression inhibitors | Potency, µM (titrated, usually from 56.7 µM), most hits filed as cytotoxic | AID 651635 | 0.49% of 400,000 active | S2 cells (HEK-293 line with an ATXN2-luciferase reporter) viability, CellTiter-Fluor protease fluorescence, 24 h; further: potency means the concentration at half of the fitted maximal effect; nearly all actives have a fitted effect of over 40% in size
KB-V1 MDR tox: kills drug-selected multidrug resistant KB-V1 cells. KB-V1 MDR cells viability, CellTiter-Glo, 72 h. Potency, µM (titrated, usually from 46.1 µM), inactives show at the top dose activity change, negative = cytotoxicity, usual class: cytotoxic. 3.4% of 400,000 active. AID 1347076; further: potency means the concentration at half of the fitted maximal effect; on the % scale 0 is the no-effect control and ±100 the full control effect; nearly all actives have a fitted effect of over 60% in size
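Drug-selected KB-V1 cells, grown in DMEM lacking phenol red with 10% FBS, receive compound titrations; after three days at 37 degrees C, surviving cell ATP is quantified by CellTiter-Glo luminescence and responses normalized and curve-fitted.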
KB-3-1 tox: KB-3-1 parental cell cytotoxicity | KB-3-1 viability, CellTiter-Glo ATP luminescence, 72 h | Potency, µM (titrated, usually from 46.1 µM), without a hit: at the top dose activity change, negative = cytotoxic, most hits filed as cytotoxic | 1.4% of 400,000 active | AID 1347075; further: potency means the concentration at half of the fitted maximal effect; on the % scale 0 is the no-effect control and ±100 the full control effect; nearly all actives have a fitted effect of over 60% in size
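Here the drug-naive KB-3-1 line serves as comparator for MDR sub-line selectivity; cells received compound titrations, 72 h at 37 °C, then CellTiter-Glo readout.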
An asterisk follows results filed as active; i = inactive; u = inconclusive; x = no result given; [ ] = remark or other dose. Unless noted, the call rests on the fitted dose curve; in most records, active means well fitted curve in the direction sought with a large enough effect; inconclusive means small, poorly fitted or top-dose-only effect, or another doubt; inactive means no such curve, though single readings can be large; an effect the other way counts as inactive or inconclusive.

The opening 2 entries as a preview:
SMILES	SW480 rereplic	HT1080-NT tox	MCF10A rereplic	HT1080 IDH1KD tx	ATXN2 expr inh	IL1B secr inh	ATXN viability	KB-V1 MDR tox	KB-3-1 tox
O=c1[nH]c(C2CCCN(S(=O)(=O)c3ccc(F)cc3)C2)nc2c1nnn2Cc1ccc(F)cc1 (centres undefined)	5%	12%	u	1%	-27%	-2	i	-18%	-2%
CN1CCN(S(=O)(=O)c2ccc(Oc3ccc(F)cc3Br)nc2)CC1	-8%	0%	7%	-11%	-20%	-12	i	-3%	-1%

This part in full, repeating the preview:
SMILES	SW480 rereplic	HT1080-NT tox	MCF10A rereplic	HT1080 IDH1KD tx	ATXN2 expr inh	IL1B secr inh	ATXN viability	KB-V1 MDR tox	KB-3-1 tox
O=c1[nH]c(C2CCCN(S(=O)(=O)c3ccc(F)cc3)C2)nc2c1nnn2Cc1ccc(F)cc1 (centres undefined)	5%	12%	u	1%	-27%	-2	i	-18%	-2%
CN1CCN(S(=O)(=O)c2ccc(Oc3ccc(F)cc3Br)nc2)CC1	-8%	0%	7%	-11%	-20%	-12	i	-3%	-1%
Cc1ccc(C)c(N2CCN(C(=O)C3CCCN(S(=O)(=O)c4cccc5nsnc45)C3)CC2)c1 (centres undefined)	x	x	x	x	0%	x	i	-9%	-24%
Cc1c(NC(=O)c2cnn3c2NC(c2ccco2)CC3C(F)(F)F)c(=O)n(-c2ccccc2)n1C (centres undefined)	-3%	-2%	4%	1%	-10%	-1	i	0%	1%
O=[n+]1c2c(n([O-])c3c1CCCC3)CCCC2	-7%	-5%	-3%	-4%	13%	15	i	1%	6%
CCOC(=O)c1cnc2cc(-c3ccc(Cl)cc3)nn2c1N	u	11%	-3%	2%	35%[activator]	-6	i	-5%	1%
Cc1cc(N2CCCC2)ccc1/C=C1\NC(=S)N(C)C1=O	34%	-3%	17%	-13%	2%	-10	i	u	-35%
N=c1c2c(-c3ccccc3)c(-c3ccccc3)n(Cc3ccco3)c2ncn1CCCN1CCOCC1	u	u	u	13µM*	-29%	-96*	i	21µM*	21µM*
O=C(COC(=O)CN1C(=O)NC2(CCCC2)C1=O)Nc1ccccc1C(F)(F)F	-44%	-1%	11%	-13%	4%	-27	i	u	-2%
Cc1ccc(CCNC(=O)c2ccc(CS(=O)(=O)c3ccc(Br)cc3)o2)cc1	x	x	x	x	-5%	x	i	-3%	0%
CC(C)(C)NC(=O)C1(C)CCC(=O)N1CC(F)(F)F (centres undefined)	x	20%	x	1%	8%	13	i	2%	0%
O=C1CCC(=O)N1CNc1ccccn1	-9%	2%	0%	-1%	-22%	1	i	-14%	-20%
Oc1ccc(-c2csc(Nc3ccc4c(c3)OCO4)n2)c(O)c1	-9%	-14%	27%	-10%	13%	-28	u	15%	0%
NNC(=O)COc1ccc(-c2nccc(-c3ccc(F)cc3)n2)cc1	6%	-13%	20%	-8%	x	u	u	-12%	u
O=C(COC(=O)C1CC(=O)N(c2ccc3c(c2)OCCO3)C1)NC1CCCc2ccccc21 (centres undefined)	2%	1%	-6%	-4%	-13%	23	i	27%	1%

Single records (already shown).
Profile of O=c1[nH]c(C2CCCN(S(=O)(=O)c3ccc(F)cc3)C2)nc2c1nnn2Cc1ccc(F)cc1 (centres undefined) : SW480 rereplic = 5%; HT1080-NT tox = 12%; MCF10A rereplic = u; HT1080 IDH1KD tx = 1%; ATXN2 expr inh = -27%; IL1B secr inh = -2; ATXN viability = i; KB-V1 MDR tox = -18%; KB-3-1 tox = -2%
Profile of Oc1ccc(-c2csc(Nc3ccc4c(c3)OCO4)n2)c(O)c1 : SW480 rereplic = -9%; HT1080-NT tox = -14%; MCF10A rereplic = 27%; HT1080 IDH1KD tx = -10%; ATXN2 expr inh = 13%; IL1B secr inh = -28; ATXN viability = u; KB-V1 MDR tox = 15%; KB-3-1 tox = 0%

(more compounds)
SMILES	SW480 rereplic	HT1080-NT tox	MCF10A rereplic	HT1080 IDH1KD tx	ATXN2 expr inh	IL1B secr inh	ATXN viability	KB-V1 MDR tox	KB-3-1 tox
CC(Oc1ccc(Cl)cc1Cl)C(=O)NCCCn1ccnc1 (centres undefined)	-6%	7%	16µM*	11%	-8%	-19	i	-5%	0%
CCOC(=O)c1c(CN2CCOCC2)n(-c2ccccc2)c2ccc(O)cc12	-5%	-15%	15%	-9%	5%	-54*	i	u	-17%
Cc1cn(CC(=O)NCCN2CCOCC2)c(=O)[nH]c1=O	-12%	9%	u	5%	7%	34	i	0%	0%
COc1ccccc1NC(=O)CCCCCN1C(=O)c2cccc3cccc(c23)C1=O	0%	16%	7%	-3%	-32%	-21	i	u	-3%
Cc1ccc2nsnc2c1N	1%	0%	-2%	-9%	-7%	2	u	-1%	-6%
O=C1NC[C@H](CC2CCCCC2)N(CCc2cccc3ccccc23)C1=O	x	-4%	x	-3%	1%	-19	i	u	-11%
COc1ccccc1OCc1cc(C(=O)NCc2ccc(N3CCCC3=O)cc2)no1	2%	-2%	0%	1%	7%	-11	i	-10%	-6%
CC(=O)Nc1cc(NC(C)=O)cc(C(=O)OCC(=O)c2ccc3c(c2)OCO3)c1	1%	0%	-5%	-1%	-3%	8	i	-7%	-5%
COc1ccc(NC(=O)c2ccccc2-c2ccc(C(F)(F)F)cc2)cc1S(=O)(=O)N1CCOCC1	-2%	0%	2%	-9%	-9%	-1	i	4%	u
O=C(NCCCN1CCCC1=O)c1ccc(NS(=O)(=O)c2cccc([N+](=O)[O-])c2)cc1	-439%[inhibitor]	14%	2%	0%	-9%	9	i	27%	-7%
CCCCCCCC(=O)Nc1ccc(C(=O)N/N=C/c2cccc([N+](=O)[O-])c2)cc1	u	0%	15%	-4%	u	25	7.9µM*	-23%	0%
C/[N+]([O-])=C\c1coc2ccccc2c1=O	2%	-1%	1%	-2%	0%	-6	i	-1%	-10%
c1cncc(-c2nc(-c3cccs3)cs2)c1	-2%	-1%	2%	5%	34%[activator]	30	u	-15%	-11%
COc1cccc(OCCn2cc(C(C)=O)c3ccccc32)c1	-6%	u	-1%	u	1%	9	i	u	u
COc1ccc(CN(C)Cc2cc(=O)oc3cc(C)c(C(C)C)cc23)cc1OC	u	u	u	-20%	-24%	-58*	i	u	u
Cc1nc(-c2ccncc2)nc(NCCNc2ncccc2C(F)(F)F)c1Cl	-9%	13%	0%	6%	x	-18	i	-24%	0%
CN(C(=O)CCN1C(=O)/C(=C/c2ccccc2F)SC1=S)C1CCS(=O)(=O)C1 (centres undefined)	u	4%	u	1%	-8%	-99*	u	15%	-8%
CCN(CC)/C(=N/O)NC(=O)NS(=O)(=O)c1ccc(C)cc1	0%	-4%	0%	0%[9.24 µM]	2%	26	i	-16%	0%
CN1C(=O)C2CCCCN2c2ccc(C(=O)NCc3ccccc3Br)cc21 (centres undefined)	x	x	x	x	76%[activator]	x	i	3%	7%
COCCCN1C(=O)C(CC(=O)NCc2cccs2)CC(C(=O)N2CCOCC2)=C1C (centres undefined)	x	13%	x	1%	4%	-2	i	0%	16%
CCOC(=O)c1cnc(SCC)[nH]c1=O	-2%	3%	-15%	14%	-4%	-1	i	-1%	13%
c1ccc(-c2ccc(OCCCNC3CCCC3)cc2)cc1	u	15µM*	6.5µM*	18µM*	-8%[11.3 µM]	x	i	0%	u
O=C(CN1CCC(C(=O)c2ccc3c(c2)OCCO3)CC1)Nc1ccccc1C(F)(F)F	4%	3%	16µM*	-16%	-8%	-57*	i	-7%	-4%
CNS(=O)(=O)c1cccc(C(=O)NNC(=O)CN(C)S(=O)(=O)c2ccc(Cl)cc2)c1	-18%	-5%	1%	2%	-4%	10	u	u	-5%
COc1ccc(N(CC(=O)N2CCN(c3ccccc3)CC2)S(=O)(=O)c2ccccc2)cc1	x	-16%	x	-1%	x	-6	u	-33%	-16%
COc1ccc(C=C(C#N)C#N)c(CSc2ccccn2)c1	-12%	-11%	26%	-10%	x	-1	i	22%	5%
COc1cc(/C=C/C(=O)N2CCCC2)cc(OC)c1OC	-1%	10%	-1%	8%	15%	0	i	-27%	12%
CC(C)Oc1ccc(C(=O)Nc2cc(=O)n(C)c(=O)n2C)cc1	-3%	-1%	1%	9%	4%	35	i	7%	8%
CCOC(=O)N1CCN(c2ccncc2S(=O)(=O)N2CCCCC2)CC1	1%	11%	u	21%	0%	27	i	u	3%
Cc1nc2ccccc2cc1C(=O)N/N=C/c1ccccc1[N+](=O)[O-]	-7%	15%	25%	-22%	-11%	1	i	7%	-5%

An excerpt from above in order of the IL1B secr inh value, highest first:
| molecule | IL1B secr inh |
| --- | --- |
| CC(C)Oc1ccc(C(=O)Nc2cc(=O)n(C)c(=O)n2C)cc1 | 35 |
| CCOC(=O)N1CCN(c2ccncc2S(=O)(=O)N2CCCCC2)CC1 | 27 |
| CCN(CC)/C(=N/O)NC(=O)NS(=O)(=O)c1ccc(C)cc1 | 26 |

New compounds follow
SMILES	SW480 rereplic	HT1080-NT tox	MCF10A rereplic	HT1080 IDH1KD tx	ATXN2 expr inh	IL1B secr inh	ATXN viability	KB-V1 MDR tox	KB-3-1 tox
CCOc1ccc(Oc2ccccc2NC(=O)CCNC(C)=O)cc1	-3%	10%	-10%	13%	-14%	17	i	-24%	28%
CC(=O)c1ccccc1NC(=O)COC(=O)CCC1CCCC1	-19%	4%[9.24 µM]	1%	4%	9%	31	i	0%	1%
O=C(CSc1nc2ccccc2s1)NC1CCCc2ccccc21 (centres undefined)	-1%	-6%	3%	-19%	12%	0	i	u	-4%
COc1ccc(/C=C2\CN(Cc3ccccc3)C/C(=C\c3ccc(OC)cc3)C2=O)cc1	x	u	8.2µM*	23µM*	u	-29	u	u	u
OC(COC(c1ccccc1)c1ccccc1)CN1CCCCC1 (centres undefined)	2%	-11%	-10%	-3%	-12%	u	i	0%	-7%
CC1CCCCN1CC(O)COCc1ccccc1 (centres undefined)	0%	18%	1%	3%	-1%	18	i	u	8%
CN(C)C(=O)c1cn(-c2ccccc2)nc1-c1cccc([N+](=O)[O-])c1	10%	11%	-7%	9%	-23%	-16	i	-10%	2%
